Assay outcomes as filed in PubChem.
Fam108B counter: mouse Fam108B serine hydrolase inhibitors, primary screen, counter-screen for RBBP9 inhibitor project, biochemical, fluorescence polarization | recombinant Fam108B, FP-Rh probe fluorescence polarization | inhibition, % at 9.51 µM | 0.33% of 300,000 active | AID 1947, 2009;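 active means inhibition above the screen mean inhibition plus 3 SD, computed separately per campaign, cut at about 18% in these data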;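 further: inhibitors lower polarization as less probe binds the enzyme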
PAFAH1B2 FP inh: PAFAH1B2 enzyme inhibitors, primary screen, biochemical, fluorescence polarization, human; Platelet-activating factor acetylhydrolase IB subunit alpha2 (Homo sapiens), P68402; recombinant PAFAH1B2, FP-rhodamine activity probe; inhibition, % at 3.39 µM; 1.2% of 340,000 active;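 active means inhibition above the mean of all tested compounds plus 3 SD, cut at about 24% in these data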;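 further: 0% = enzyme with DMSO and 100% = wells lacking PAFAH1B2; many of its hits are not listed in these tables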
Target sequence (P68402 whole entry, looked up): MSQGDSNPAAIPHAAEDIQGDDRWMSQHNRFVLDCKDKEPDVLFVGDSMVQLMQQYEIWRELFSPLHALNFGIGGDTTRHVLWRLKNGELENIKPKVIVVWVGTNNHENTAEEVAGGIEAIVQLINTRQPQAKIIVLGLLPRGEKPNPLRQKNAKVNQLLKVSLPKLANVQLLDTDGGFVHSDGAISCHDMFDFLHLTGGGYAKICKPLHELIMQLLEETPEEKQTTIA
pPAFAH inh: pPAFAH enzyme inhibitors, primary screen, biochemical, fluorescence polarization, human; Platelet-activating factor acetylhydrolase (Homo sapiens), Q13093; recombinant pPAFAH, FP-rhodamine probe fluorescence polarization; inhibition, % at 3.39 µM; 1.5% of 330,000 active; AID 463082, 2010;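 active means inhibition above the mean inhibition across the screen plus 3 SD, cut at about 25% in these data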;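 further: inhibitors block binding of the rhodamine activity-based probe so polarization drops; 0% = enzyme with DMSO and 100% = wells lacking pPAFAH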
PAD4 inh: human PAD4 inhibitors, primary screen, biochemical, fluorescence polarization, 1536-well format; Protein-arginine deiminase type-4 (Homo sapiens), Q9UM07; recombinant PAD4, RCA probe fluorescence polarization; inhibition, % at 6.36 µM; 0.41% of 330,000 active;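 active means percent inhibition above a cutoff equal to the mean of all tested compounds plus 3 SD, cut at about 15% in these data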;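 further: 0% = PAD4 with RCA probe and DMSO and 100% = probe without PAD4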
PAFAH2 FP inh: PAFAH2 enzyme inhibitors, primary screen, biochemical, fluorescence polarization, human; recombinant PAFAH2, FP-rhodamine activity probe; 0.99% of 340,000 active; inhibition, % at 3.39 µM; Platelet-activating factor acetylhydrolase 2, cytoplasmic (Homo sapiens), Q99487;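 active means inhibition above the mean over all tested compounds plus 3 SD, cut at about 30% in these data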;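 further: inhibitors block probe labeling of enzyme so polarization drops; 0% = enzyme with DMSO and 100% = wells lacking PAFAH2 protein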
PME-1 primary: PME-1 inhibitors via competitive probe labeling, primary screen, biochemical, fluorescence polarization, FP-Rh probe, HTS. Protein phosphatase methylesterase 1 (Homo sapiens), Q9Y570. recombinant PME-1. inhibition, % at 5.9 µM. 0.53% of 320,000 active. AID 2130, 2009;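 active means inhibition above the campaign mean of all compounds plus 3 SD, cut at about 26% in these data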;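 further: competitive labeling of PME-1 active site by serine hydrolase directed probe; 0% = PME-1 with DMSO and 100% = wells lacking PME-1 enzyme; inhibitors block probe labeling so polarization falls and inhibition rises; many of its hits are not listed in these tables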
Target sequence (Q9Y570 whole entry, looked up): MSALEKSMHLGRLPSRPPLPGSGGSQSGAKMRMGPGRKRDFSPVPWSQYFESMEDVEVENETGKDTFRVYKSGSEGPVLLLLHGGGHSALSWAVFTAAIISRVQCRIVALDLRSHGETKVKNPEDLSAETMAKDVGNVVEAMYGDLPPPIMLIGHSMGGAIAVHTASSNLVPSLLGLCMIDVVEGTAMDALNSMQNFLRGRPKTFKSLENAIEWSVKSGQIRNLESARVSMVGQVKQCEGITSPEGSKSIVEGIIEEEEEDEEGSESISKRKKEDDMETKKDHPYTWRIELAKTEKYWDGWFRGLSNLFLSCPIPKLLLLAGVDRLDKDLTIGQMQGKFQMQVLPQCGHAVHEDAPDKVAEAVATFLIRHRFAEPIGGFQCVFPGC
LYPLA1 inh: LYPLA1 inhibitors, primary screen, counter-screen for PME1 inhibitor project, biochemical, fluorescence polarization, FP-Rh probe ABPP; 0.16% of 320,000 active; Acyl-protein thioesterase 1 (Homo sapiens), O75608; recombinant LYPLA1; inhibition, % at 5.9 µM;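 active means inhibition above the mean of all tested compounds plus 3 SD, set per campaign, cut at about 14% in these data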;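 further: inhibitors block serine hydrolase probe labeling of LYPLA1 so polarization falls; 0% = enzyme with DMSO and 100% = wells lacking LYPLA1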
PAFAH1B3 inh: PAFAH1B3 enzyme inhibitors, primary screen, biochemical, fluorescence polarization, human; Platelet-activating factor acetylhydrolase IB subunit alpha1 (Homo sapiens), Q15102; recombinant PAFAH1B3, FP-rhodamine probe; inhibition, % at 3.39 µM; 0.28% of 340,000 active;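 active means inhibition above the screen-wide average of all tested compounds plus 3 SD, cut at about 25% in these data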;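 further: 0% = enzyme with DMSO only and 100% = wells lacking PAFAH1B3 protein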
Target sequence (Q15102 whole entry, looked up): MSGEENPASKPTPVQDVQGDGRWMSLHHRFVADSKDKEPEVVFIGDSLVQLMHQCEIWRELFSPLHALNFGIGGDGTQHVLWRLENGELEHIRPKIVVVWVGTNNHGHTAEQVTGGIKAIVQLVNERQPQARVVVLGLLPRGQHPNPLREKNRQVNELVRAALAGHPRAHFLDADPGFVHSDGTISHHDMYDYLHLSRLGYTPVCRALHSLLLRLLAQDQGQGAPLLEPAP
GSTO1 counter: inhibitors of recombinant GSTO1, primary screen, counter-screen for RBBP9 inhibitor project, biochemical, fluorescence polarization | Glutathione S-transferase omega-1 (Homo sapiens), P78417 | activity-based probe fluorescence polarization | inhibition, % at 5.96 µM | 1.1% of 300,000 active;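 active means inhibition above the campaign mean inhibition plus 3 SD, cut at about 35% in these data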;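 further: 0% = GSTO1-1 with DMSO and 100% = wells lacking GSTO1-1 enzyme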
Target sequence (P78417 whole entry, looked up): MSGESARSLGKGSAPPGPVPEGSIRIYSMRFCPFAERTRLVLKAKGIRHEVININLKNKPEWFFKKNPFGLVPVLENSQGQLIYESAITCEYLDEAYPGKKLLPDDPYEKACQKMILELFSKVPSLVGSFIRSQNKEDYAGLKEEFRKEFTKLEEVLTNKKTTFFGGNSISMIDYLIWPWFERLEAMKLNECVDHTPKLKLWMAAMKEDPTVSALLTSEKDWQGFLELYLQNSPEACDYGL
* marks the source's active call; other numbers are inactive results.

How did CCc1nnc(NC(=O)CSc2nnc(-c3ccc(S(=O)(=O)N(CC)CC)cc3)n2CC)s1 do in these assays?
Fam108B counter: -2; PAFAH1B2 FP inh: 2; pPAFAH inh: 1; PAD4 inh: -3; PAFAH2 FP inh: -5; PME-1 primary: -3; LYPLA1 inh: 2; PAFAH1B3 inh: -1; GSTO1 counter: 12

How did S=C(NCCCN1CCOCC1)N1CCN(c2ccccc2)CC1 do in these assays?
Fam108B counter: 2; PAFAH1B2 FP inh: 1; pPAFAH inh: 5; PAD4 inh: 4; PAFAH2 FP inh: 2; PME-1 primary: 0; LYPLA1 inh: -4; PAFAH1B3 inh: 9; GSTO1 counter: -3

How did c1coc(CN(Cc2cccs2)Cc2nnnn2C2CCCCC2)c1 do in these assays?
Fam108B counter: 3; PAFAH1B2 FP inh: 10; pPAFAH inh: 3; PAD4 inh: 4; PAFAH2 FP inh: 5; PME-1 primary: -5; LYPLA1 inh: -4; PAFAH1B3 inh: 6; GSTO1 counter: -3

What do the screens show for `COc1cccc(NC(=O)c2ccc(S(=O)(=O)N3CCCC3)cc2)c1`?
Fam108B counter: -1; PAFAH1B2 FP inh: -5; pPAFAH inh: 4; PAD4 inh: 0; PAFAH2 FP inh: 2; PME-1 primary: 2; LYPLA1 inh: 0; PAFAH1B3 inh: 9; GSTO1 counter: -1

Results for Cc1ccc(NS(=O)(=O)c2c(C(=O)N3CCCCCC3)c(C)n(C)c2C)c(C)c1 ?
Fam108B counter: 0; PAFAH1B2 FP inh: 2; pPAFAH inh: 3; PAD4 inh: 0; PAFAH2 FP inh: 2; PME-1 primary: -1; LYPLA1 inh: 3; PAFAH1B3 inh: 10; GSTO1 counter: 0

How did N#CC1=C(N)Oc2cc3ccccc3cc2C1c1cccs1 (centres undefined) do in these assays?
Fam108B counter: -6; PAFAH1B2 FP inh: 2; pPAFAH inh: -1; PAD4 inh: -6; PAFAH2 FP inh: -3; PME-1 primary: 0; LYPLA1 inh: -8; PAFAH1B3 inh: 5; GSTO1 counter: -5

What do the screens show for `CCc1ccc(C(C)NC(=O)/C(C#N)=C\c2cn[nH]c2-c2ccccc2)cc1` (centres undefined)?
Fam108B counter: -8; PAFAH1B2 FP inh: 9; pPAFAH inh: 0; PAD4 inh: 1; PAFAH2 FP inh: -10; PME-1 primary: -14; LYPLA1 inh: -10; PAFAH1B3 inh: 0; GSTO1 counter: -8

How did COc1cc(C(=O)NCCN=C2NS(=O)(=O)c3ccccc32)cc(OC)c1OC do in these assays?
Fam108B counter: 0; PAFAH1B2 FP inh: 1; pPAFAH inh: 0; PAD4 inh: 2; PAFAH2 FP inh: 1; PME-1 primary: 0; LYPLA1 inh: 0; PAFAH1B3 inh: 1; GSTO1 counter: 1

What do the screens show for `Cc1ccc(S(=O)(=O)Cc2ccc(C(=O)O)o2)cc1`?
Fam108B counter: 8; PAFAH1B2 FP inh: 5; pPAFAH inh: 8; PAD4 inh: 1; PAFAH2 FP inh: 6; PME-1 primary: -7; LYPLA1 inh: 3; PAFAH1B3 inh: -1; GSTO1 counter: 6

How did Cc1nc(-c2ccccc2)sc1C(=O)CSc1ccc(Br)cc1 do in these assays?
Fam108B counter: -5; PAFAH1B2 FP inh: -6; pPAFAH inh: 7; PAD4 inh: -2; PAFAH2 FP inh: -6; PME-1 primary: -14; LYPLA1 inh: -2; PAFAH1B3 inh: -10; GSTO1 counter: 3

How did Cc1ccccc1NC(=O)Cn1cnc2c(oc3nc4c(cc32)CCCC4)c1=O do in these assays?
Fam108B counter: -2; PAFAH1B2 FP inh: 0; pPAFAH inh: 10; PAD4 inh: -3; PAFAH2 FP inh: -2; PME-1 primary: 8; LYPLA1 inh: 3; PAFAH1B3 inh: 0; GSTO1 counter: -12

What do the screens show for `Cc1[nH]n(-c2ccc([N+](=O)[O-])cc2)c(=O)c1C=NCCN1CCN(C(=O)c2cccc(F)c2)CC1`?
Fam108B counter: -3; PAFAH1B2 FP inh: 0; pPAFAH inh: 4; PAD4 inh: -4; PAFAH2 FP inh: 3; PME-1 primary: -7; LYPLA1 inh: -1; PAFAH1B3 inh: 0; GSTO1 counter: 4

Results for O=C(CNC(=O)c1ccco1)OCC(=O)c1ccccc1 ?
Fam108B counter: 4; PAFAH1B2 FP inh: 4; pPAFAH inh: 5; PAD4 inh: -5; PAFAH2 FP inh: 4; PME-1 primary: 6; LYPLA1 inh: -3; PAFAH1B3 inh: 9; GSTO1 counter: 3

How did O=C(COc1ccc(Cl)cc1Cl)NC1CCSC1=O (centres undefined) do in these assays?
Fam108B counter: 10; PAFAH1B2 FP inh: 0; pPAFAH inh: 0; PAD4 inh: -3; PAFAH2 FP inh: 8; PME-1 primary: -1; LYPLA1 inh: -1; PAFAH1B3 inh: 8; GSTO1 counter: -18

What do the screens show for `COc1ccccc1NC(=S)N/N=C/c1ccc(O)cc1`?
Fam108B counter: 1; PAFAH1B2 FP inh: 5; pPAFAH inh: -1; PAD4 inh: -2; PAFAH2 FP inh: 4; PME-1 primary: 7; LYPLA1 inh: 0; PAFAH1B3 inh: 12; GSTO1 counter: 2

How did NS(=O)(=O)c1ccc(CCNC(=O)C2CCN(C(=O)Nc3ccccc3)CC2)cc1 do in these assays?
PAFAH1B2 FP inh: 0; pPAFAH inh: 2; PAD4 inh: 0; PAFAH2 FP inh: 5; PAFAH1B3 inh: -2

How did C=CCOc1ccc(C=Nc2ccc(Cl)cc2)c(O)c1 do in these assays?
Fam108B counter: 3; PAFAH1B2 FP inh: 1; pPAFAH inh: -1; PAD4 inh: 1; PAFAH2 FP inh: 1; PME-1 primary: -6; LYPLA1 inh: 0; PAFAH1B3 inh: 4; GSTO1 counter: 6

Results for NNC(=O)Cc1cn(-c2ncc(C(F)(F)F)cc2Cl)c2ccccc12 ?
Fam108B counter: -2; PAFAH1B2 FP inh: 0; pPAFAH inh: 0; PAD4 inh: -1; PAFAH2 FP inh: -4; PME-1 primary: -9; LYPLA1 inh: -7; PAFAH1B3 inh: 0; GSTO1 counter: -10

What do the screens show for `Cn1c(C(=O)NCCN2CCN(c3ccccc3F)CC2)cc2c(=O)n(C)c3ccccc3c21`?
Fam108B counter: 3; PAFAH1B2 FP inh: 6; pPAFAH inh: -3; PAD4 inh: 0; PAFAH2 FP inh: 13; PME-1 primary: 2; LYPLA1 inh: 0; PAFAH1B3 inh: 4; GSTO1 counter: -3

How did Cc1ccc(S(=O)(=O)N(C)C(C)CCc2ccco2)cc1 (centres undefined) do in these assays?
PAFAH1B2 FP inh: 3; pPAFAH inh: 7; PAD4 inh: 2; PAFAH2 FP inh: 7; PME-1 primary: -2; LYPLA1 inh: -1; PAFAH1B3 inh: -3

What do the screens show for `Cc1c(NC(=O)COC(=O)c2cc(-c3cccc4ccccc34)nc3ccccc23)c(=O)n(-c2ccccc2)n1C`?
Fam108B counter: -3; PAFAH1B2 FP inh: 9; pPAFAH inh: 2; PAD4 inh: 0; PAFAH2 FP inh: 1; PME-1 primary: -8; LYPLA1 inh: 0; PAFAH1B3 inh: 12; GSTO1 counter: 5

Results for CCc1ccc(N(CC(=O)NCC2CCCO2)C(=O)CCC(=O)Nc2nccs2)cc1 (centres undefined) ?
Fam108B counter: -1; PAFAH1B2 FP inh: 0; pPAFAH inh: 1; PAD4 inh: -1; PAFAH2 FP inh: 1; PME-1 primary: 2; LYPLA1 inh: -1; PAFAH1B3 inh: 2; GSTO1 counter: -1

How did O=C(C1CC1)N1CCC(c2nc(-c3ccc(S(=O)(=O)NCC4CCCO4)cc3)no2)CC1 (centres undefined) do in these assays?
Fam108B counter: -2; PAFAH1B2 FP inh: 8; pPAFAH inh: -6; PAD4 inh: -4; PAFAH2 FP inh: -3; PME-1 primary: -1; LYPLA1 inh: -3; PAFAH1B3 inh: 7; GSTO1 counter: 7

Results for CCCCn1c(N)c(Sc2ccccc2)c(=O)[nH]c1=O ?
Fam108B counter: 4; PAFAH1B2 FP inh: 0; pPAFAH inh: -5; PAD4 inh: -6; PAFAH2 FP inh: 3; PME-1 primary: 2; LYPLA1 inh: 0; PAFAH1B3 inh: 6; GSTO1 counter: -1

How did O=C(CCS(=O)(=O)c1ccc(Br)s1)NC1CCCC1 do in these assays?
Fam108B counter: -5; PAFAH1B2 FP inh: 3; pPAFAH inh: 4; PAD4 inh: 1; PAFAH2 FP inh: -3; PME-1 primary: 6; LYPLA1 inh: 0; PAFAH1B3 inh: -1; GSTO1 counter: 4

Results for CCC(=O)Nc1sc2c(c1C(N)=O)CCN(C(C)=O)C2 ?
Fam108B counter: 0; PAFAH1B2 FP inh: 0; pPAFAH inh: 1; PAD4 inh: 7; PAFAH2 FP inh: 13; PME-1 primary: -4; LYPLA1 inh: 1; PAFAH1B3 inh: 6; GSTO1 counter: 1

How did CC(=O)c1c(C)[nH]c(C(=O)NCc2cccc(Cl)c2)c1C do in these assays?
Fam108B counter: -1; PAFAH1B2 FP inh: 0; pPAFAH inh: 0; PAD4 inh: 2; PAFAH2 FP inh: 1; PME-1 primary: -4; LYPLA1 inh: -17; PAFAH1B3 inh: -2; GSTO1 counter: 4

Results for Cc1ccccc1C(=O)N=c1c(C#N)cc2c(=O)n3cccc(C)c3nc2n1Cc1ccco1 ?
Fam108B counter: 8; pPAFAH inh: 2; PAD4 inh: -1; PME-1 primary: -1; LYPLA1 inh: 1; GSTO1 counter: 3

Results for CC(=O)Nc1ccc(C(=O)OCC(=O)N2CCCC2)cc1 ?
Fam108B counter: 3; PAFAH1B2 FP inh: 6; pPAFAH inh: 4; PAD4 inh: 1; PAFAH2 FP inh: -1; PME-1 primary: -1; LYPLA1 inh: -5; PAFAH1B3 inh: 0; GSTO1 counter: 4

How did COc1ccc(OC)c(S(=O)(=O)N2CCC(C(=O)Nc3ccccc3)CC2)c1 do in these assays?
Fam108B counter: -4; PAFAH1B2 FP inh: 3; pPAFAH inh: 4; PAD4 inh: -1; PAFAH2 FP inh: 11; PME-1 primary: 3; LYPLA1 inh: 0; PAFAH1B3 inh: 3; GSTO1 counter: -9

Results for O=S(=O)(Nc1cccc(S(=O)(=O)N2CCCC2)c1)c1cccs1 ?
PAFAH1B2 FP inh: 7; pPAFAH inh: 2; PAD4 inh: 4; PAFAH2 FP inh: 3; PAFAH1B3 inh: 8

Results for COc1ccc2c(c1)[C@H]1[C@H](CO2)[C@H](c2ccccc2)[C@]2(C)C(=O)Nc3cc(F)ccc3C(=O)N12 ?
PAFAH1B2 FP inh: 2; pPAFAH inh: 4; PAD4 inh: -1; PAFAH2 FP inh: -10; PAFAH1B3 inh: 10

How did CCN(CC(=O)Nc1c(F)cccc1F)C(=O)C1=COCCO1 do in these assays?
Fam108B counter: -3; PAFAH1B2 FP inh: 6; pPAFAH inh: 4; PAD4 inh: 1; PAFAH2 FP inh: 0; PME-1 primary: 5; LYPLA1 inh: -2; PAFAH1B3 inh: 5; GSTO1 counter: 5

An excerpt; the hit share may differ from the screen's.
